a7 integrin act – activates integrin-mediated alleviation for muscular dystrophy. Potency, µM (series often up to 38.3 µM), without a hit: top-dose activation, most hits filed as activators. hit rate 0.064% among 350,000. alpha7betagal myoblasts, beta-gal FDG fluorescence, 48 h;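 also: potency is read from the fitted curve at half-maximal effect; 100% = response of the positive control SU9516; nearly all actives have a fitted effect of over 60% in size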
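alpha7betagal+/- myoblasts (passage 13, 250/well) treated 48 h at 37C with compounds at 1:260 dilution of DMSO stock. Lysed, then beta-galactosidase activity read as FDG fluorescence (ex 480/em 540) after 30 min, with pre-read for autofluorescence.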
Eya2 phos inh – blocks the phosphatase activity of human Eya2; recombinant Eya2, OMFP fluorescence dephosphorylation (OMFP is methylfluorescein phosphate); hit rate 0.006% among 330,000; O00167; Potency, µM (top dose mostly 76.9 µM), for the others: at the top dose activity, negative = inhibition, most hits filed as inhibitors; also: potency is read from the fitted curve at half-maximal effect; % is scaled to controls: 0 for no effect and ±100 for the full control effect
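Eya2 protein (added as 0.2 uM solution) was preincubated with compound for 10 min at ambient temperature in 50 mM HEPES pH 7.5, 50 mM NaCl, 5 uM MgCl2, 0.05% BSA, 1 mM DTT. OMFP (added at 50 uM) then reacted 10 min; fluorescence read at 485/525 nm.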
S-ASM inh – inhibitors of human secretory acid sphingomyelinase | hit rate 0.006% among 340,000 | Potency, µM (doses to about 57.5 µM), inactives show top-dose activity change, negative = inhibition, usual class: inhibitors | placental ASM, HMU-PC fluorogenic substrate, 60 min | P17405 | AID 504937; also: potency is read from the fitted curve at half-maximal effect
Target sequence (P17405 47-631 limits assumed): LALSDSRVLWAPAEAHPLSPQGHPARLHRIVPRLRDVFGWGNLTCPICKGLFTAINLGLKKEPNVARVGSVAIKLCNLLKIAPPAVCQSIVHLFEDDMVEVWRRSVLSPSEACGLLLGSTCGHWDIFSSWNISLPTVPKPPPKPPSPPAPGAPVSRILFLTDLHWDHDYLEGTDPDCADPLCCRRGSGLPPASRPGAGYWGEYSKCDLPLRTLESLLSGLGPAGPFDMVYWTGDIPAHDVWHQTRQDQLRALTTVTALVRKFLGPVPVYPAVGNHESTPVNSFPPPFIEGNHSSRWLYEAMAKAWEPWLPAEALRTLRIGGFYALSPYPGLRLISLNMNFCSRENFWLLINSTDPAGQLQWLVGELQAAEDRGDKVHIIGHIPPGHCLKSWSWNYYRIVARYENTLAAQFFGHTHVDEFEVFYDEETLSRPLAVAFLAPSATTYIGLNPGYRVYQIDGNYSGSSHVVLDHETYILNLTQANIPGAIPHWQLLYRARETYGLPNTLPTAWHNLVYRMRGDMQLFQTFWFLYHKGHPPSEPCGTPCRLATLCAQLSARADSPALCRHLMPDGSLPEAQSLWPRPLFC
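HMU-PC0 cleavage (9 uM final) by human placental ASM, 60 min at 37 °C following 10 min compound exposure at RT; stopped at pH 10, fluorescence Ex 386/Em 447 nm.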
p53 reactivation – restores transcriptional activity of mutant p53; AID 504706; hit rate 0.063% among 320,000; Potency, µM (titrated, usually from 92.2 µM), for inactives: at the highest dose activity change, positive = activation, hits mostly activators; H1299 p53-A138V BP100-luciferase reporter, luminescence, 24 h; also: potency is read from the fitted curve at half-maximal effect; % of control where 0% means no effect; nearly all actives have a fitted effect of over 45% in size
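H1299 (p53-null), stable ts p53-A138V + BP100-Luc; 1000 cells/well, Opti-MEM/10% FBS; cpd 4 pt, 1:5; 24 h, 37 deg C, 5% CO2; detection reagent 10 min RT; luminescence.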
ELG1 genotoxic – induces genotoxicity in HEK293T cells with luciferase-tagged ELG1. Potency, µM (highest dose often 46 µM), for inactives: at the top dose activity change, positive = activation, most hits filed as activators. hit rate 1.3% among 330,000. AID 504466. HEK293T ELG1-luciferase reporter, luminescence, 16 h; also: potency is read from the fitted curve at half-maximal effect; % of control where 0% means no effect; nearly all actives have a fitted effect of over 60% in size
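Screening used a luciferase reporter fused to human ELG1 in HEK293T cells. Luminescence was read on a CCD plate imager after 16 hr exposure and 30 min ONE-Glo incubation.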
uPA generation – blocks generation of uPA at the cell surface | hit rate 0.31% among 330,000 | cell surface uPA generation assay, qHTS | Potency, µM (series often up to 38.3 µM), inactives show at the highest dose activity change, negative = inhibition, most hits filed as inhibitors | AID 540303; active = well fitted inhibition curve with a large enough effect; inconclusive = small, poorly fitted or top-dose-only effect; inactive = no such curve, though single readings can be large or run the other way; tested in mouse RAW 264.7 cells; also: potency is read from the fitted curve at half-maximal effect; % is scaled to controls: 0 for no effect and ±100 for the full control effect; nearly all actives have a fitted effect of over 55% in size
USP2a inh – blocks human ubiquitin-specific protease USP2a; O75604; USP2 core, Ub-CHOP2 coupled fluorogenic reporter, 485/531; Potency, µM (highest dose often 38.3 µM), inactives show at the highest dose activity change, negative = inhibition, usual class: inhibitors; hit rate 0.01% among 330,000; AID 463254;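 also: potency is read from the fitted curve at half-maximal effect; plate controls were DMSO wells for no effect and full inhibition by NEM control for full effect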
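Deubiquitinase activity read as fluorescence (485/531 nm) after Ub-CHOP2 cleavage activates the enterokinase reporter on its substrate; USP2 core 10nM, Ub-CHOP2 and substrate 25nM each, 30min compound preincubation then 60min RT; data normalized to NEM, curves fitted.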
B2AR arrestin – recruits beta-arrestin to the human beta2-adrenergic receptor; P07550; Potency, µM (top dose mostly 46.1 µM), without a hit: at the top dose activation, usual class: activators; beta-arrestin recruitment to beta2AR, cell-based reporter; AID 492947; hit rate 0.02% among 330,000;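 also: potency is read from the fitted curve at half-maximal effect; 0% = DMSO controls and full agonism = EC100 isoproterenol or metaproterenol; nearly all actives have a fitted effect of over 65% in size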
TRPV1 ag – human TRPV1 agonism; activation, % at 8.33 µM; AID 540275; TRPV1-expressing cells, Fluo-8 calcium influx, agonist mode; hit rate 0.19% among 320,000; in the data active = activation above about 80%; inconclusive = between about 30% and that limit; also: 0% is about no effect
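Cells expressing TRPV1 were dye-loaded with Fluo-8 and read kinetically: 10 s baseline, 3 min after compound (agonist portion), then 2 min after EC20 capsaicin (allosteric enhancer portion). Calcium-bound dye fluorescence at 480/520 nm.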
BRCA1 expr act – increases BRCA1 expression; MCF7-BRCA1-FFLuc reporter, luminescence, 48 h; response scale: scaled: vehicle 0%, 10 µM genistein 100%; Potency, µM (top dose mostly 46.1 µM), for inactives: at the highest dose activation, usual class: activators; hit rate 1.1% among 380,000; AID 624202; also: potency is read from the fitted curve at half-maximal effect; nearly all actives have a fitted effect of over 80% in size; some results filed as inactive show a strong effect at the top dose
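MCF7-BRCA1-FFLuc cells, 2000/well in phenol-red-free MEM, attached 2 h then treated 48 h at 37 C. Luciferase luminescence read 15 min after reagent; normalized to genistein maximum activation (10microM) and DMSO, concentration-response fitted.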
TSG101-PTAP inh – blocks PTAP/TSG101 interaction to inhibit HIV-1 budding; Q99816; Fluorescence polarization, FITC-PTAP peptide / Tsg101 binding; Potency, µM (titrated, usually from 115 µM), for inactives: at the top dose activity change, negative = inhibition, most hits filed as inhibitors; 340,000 tested, under 10 active; active = well fitted inhibition curve with a large enough effect in the main read-out, with a control signal flat, not every such curve was filed as active; inconclusive = small, poorly fitted or top-dose-only effect, or effect the other way, or a change in a side signal; inactive = no such curve, though single readings can be large or run the other way; also: potency is read from the fitted curve at half-maximal effect; % of control where 0% means no effect
Target sequence (Q99816 whole entry, looked up): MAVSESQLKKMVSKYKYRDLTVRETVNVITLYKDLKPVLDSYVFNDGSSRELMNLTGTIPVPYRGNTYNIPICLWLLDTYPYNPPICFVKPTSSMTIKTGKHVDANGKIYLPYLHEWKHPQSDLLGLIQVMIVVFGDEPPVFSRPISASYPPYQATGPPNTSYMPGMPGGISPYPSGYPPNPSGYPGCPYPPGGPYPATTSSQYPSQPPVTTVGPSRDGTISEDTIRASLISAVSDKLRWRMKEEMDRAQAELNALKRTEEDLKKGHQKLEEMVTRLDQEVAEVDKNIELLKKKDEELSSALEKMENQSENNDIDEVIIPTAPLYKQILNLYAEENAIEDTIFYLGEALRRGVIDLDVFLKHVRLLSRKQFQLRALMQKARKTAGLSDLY
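Fluorescence anisotropy tracks displacement of a FITC-tagged PTAP peptide (50 nM) from the Tsg101 binding domain (10 uM), following a 20 min room-temperature incubation at pH 7.5.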
Numbers without * were called inactive; ? = inconclusive; / = no result given; [ ] = dose if it differs, or a comment. Unless noted, calls follow the shape of the dose curve; as a rule, active = well fitted curve in the direction sought with a large enough effect; inconclusive = small, poorly fitted or top-dose-only effect, or another doubt; inactive = no such curve, though single readings can be large; an effect the other way counts as inactive or inconclusive. Compounds as they come (roughly 2.6% active in at least one column).

SMILES	a7 integrin act	Eya2 phos inh	S-ASM inh	p53 reactivation	ELG1 genotoxic	uPA generation	USP2a inh	B2AR arrestin	TRPV1 ag	BRCA1 expr act	TSG101-PTAP inh
COc1ccc(NC(=O)CNC(=O)c2nn(-c3ccc(OC)c(Cl)c3)c(=O)c3ccccc23)c(OC)c1	6%	27%	-3%	-7%	-8%	4%	-2%	-1.0%	1	1%	-3%
CC[C@]1(C(=O)OC)[C@H]2C(=O)N(C)C(=O)[C@H]2[C@H]2CN=C(SCc3ccccc3)N21	-17%	4%	2%	1%	8%	0%	1%	2.5%	/	-1%	0%
CSCCC(=O)NC1CCCN(CCc2ccccc2)C1 (stereo not given)	-12%	-19%	3%	-4%	0%	1%	0%	-0.7%	-1	7%	-4%
COC(=O)C1=C(C)NC(=O)NC1c1ccccc1 (stereo not given)	-5%	-1%	3%	-11%	-3%	/	-2%	0.4%	-1	1%	-5%
COC(=O)C1=C(C)NC(=O)NC1c1ccc(OC(=O)c2ccco2)cc1 (stereo not given)	12%	2%	-2%	-3%	1%	8%	0%	0.3%	-2	3%	-1%
COc1ccc2[nH]cc(/C=N/NS(=O)(=O)c3ccc(C)cc3)c2c1	0%	7%	-7%	-2%	0%	?	-2%	-0.7%	4	-12%	0%
Cc1ccc2nc3c(cc(C(=O)NCCN4CCOCC4)c(=N)n3CCCN3CCOCC3)c(=O)n2c1	-17%	-7%	296%[activator]	-3%	0%	-3%	0%	0.1%	-1	33%	0%
CC(C)c1csc(CN2CCCC(CCC(=O)NCc3ccccc3F)C2)n1 (stereo not given)	-24%	-2%	3%	-3%	-8%	?	5%	0.1%	11	-23%	-6%
COc1ccc(-c2sc3ccc(N4CCOCC4)cc3c2-c2ccc(O)cc2)cc1	0%	-17%	-1%	-12%	-1%	21%	0%	0.2%	2	0%	-1%
CC(NC(=O)CSc1ncccc1C(=O)O)C1CC2CCC1C2 (stereo not given)	-31%[inhibitor]	-8%	-1%	-4%	-2%	3%	1%	-0.5%	-3	-1%	-3%
Nc1nnc(COc2ccccc2)s1	6%	7%	-4%	17%	-3%	-1%	5%	-0.5%	-3	11%	3%
CCCN(C(=O)c1ccco1)c1nnc(-c2ccccc2C)s1	-39%[inhibitor]	-6%	1%	0%	?	-18%	-6%	5.1%	1	44%	2%
O=S(=O)(c1ccc(-c2n[nH]c(=S)o2)cc1)N1CCCCC1	-4%	2%	3%	-1%	-1%	-1%	1%	0.5%	0	-28%	-2%
CN1C2=CC=CC=CC2=[N+](C)C12C([N+](=O)[O-])=CC(=[N+]([O-])[O-])C=C2[N+](=O)[O-] (stereo not given)	-14%	1%	4%	?	18%	5%	-1%	-0.2%	-1	-24%	-2%
CCN1CCN(CCCNC(=O)CCC(=O)N2CC(C)Oc3ccc(C)cc32)CC1 (stereo not given)	-17%	6%	4%	/	9%	-8%	2%	-0.3%	7	1%	2%
CCOC(=O)c1c(NC(=O)C2COc3ccccc3O2)sc2c1CC(C)(C)NC2(C)C (stereo not given)	-57%[inhibitor]	3%	-3%	-9%	-15%	1%	2%	-0.4%	1	-54%	0%
CN1CCC(NC(=O)Cc2c(F)cccc2Cl)CC1	13%	-6%	-3%	1%	-5%	-3%	2%	-0.5%	1	22%	0%
COc1ccccc1N(CC(=O)Nc1cc(C)on1)S(=O)(=O)c1ccc(Cl)cc1	-22%	9%	-6%	1%	-7%	-4%	0%	-0.4%	3	-38%	3%
CCOc1ccccc1C(=O)N1CCN=C1SC	2%	13%	-1%	-1%	0%	0%	2%	-0.1%	3	-17%	-5%
Cc1ccc(C)c(NC(=O)CCN2CC(C)CC(C)C2)c1 (stereo not given)	?	4%	1%	/	0%	-19%	0%	-0.4%	4	0%	-3%
O=C1CN(C(=O)c2c(F)cccc2F)C(c2ccc(F)cc2)c2cc(Br)ccc2N1 (stereo not given)	-25%	-1%	-7%	-8%	-4%	-20%	-1%	-0.9%	-9	-14%	-3%
CC(C)(C)[C@@H]1C=C(C(=O)NCc2ccccc2)O[C@H](OCc2ccc(CO)cc2)C1	12%	12%	-9%	-3%	-7%	11%	-2%	-0.1%	9	4%	-21%
O=C(CCN1CCN(S(=O)(=O)c2ccc(Cl)cc2)CC1)Nc1ccccc1F	?	2%	-2%	-1%	-8%	-2%	0%	0.3%	9	-10%	0%
COc1ccc(C)cc1S(=O)(=O)N1CCC(C(=O)NCCC2=CCCCC2)CC1	-5%	-43%	4%	4%	-4%	/	7%	-0.5%	0	-12%	0%
O=C(CCCCCn1c(=S)[nH]c2cc3c(cc2c1=O)OCO3)N1CCN(c2ccc(F)cc2)CC1	-23%	3%	-2%	0%	15%	3%	2%	0.9%	3	-3%	1%
CCn1nc(C)cc1C(=O)N1CCCC(C(=O)c2ccccc2SC)C1 (stereo not given)	3%	-4%	0%	-3%	-6%	-2%	4%	0.5%	1	-15%	-2%
S=C1NC[C@H](Cc2cccc3ccccc23)N1CC1CCCCC1	-16%	-29%	-25%	12%	-5%	15%	-6%	-0.8%	-5	0%	-4%
CC(C)OCCCn1c(SCC(=O)Nc2ccccc2C(F)(F)F)nc2nccnc2c1=O	-12%	-6%	-1%	-1%	-3%	-7%	2%	0.5%	-2	-29%	-3%
CCOC(=O)c1c(NC(=O)COC(=O)C2CCC2)sc(C(=O)N(C)C)c1C	-12%	-16%	0%	12%	6%	14%	1%	-0.2%	21	-7%	-1%
COc1ccc(OC)c(NC(=O)c2nc(S(=O)(=O)Cc3ccccc3)ncc2Cl)c1	-76%[inhibitor]	6%	-4%	-23%	-20%	8%	1%	-0.6%	3	-92%[inhibitor]	1%
COc1ccc(-c2cnnc(N/N=C/c3ccc(O)cc3)n2)cc1	7%	5%	-7%	12%	?	-8%	2%	0.2%	1	106%	0%
O=C(C1=NN[C@@H]2C(=O)N(c3ccccc3C(F)(F)F)C(=O)[C@H]12)C(c1ccccc1)c1ccccc1	-23%	-1%	-1%	6%	2%	6%	0%	-0.4%	3	-5%	1%

Part of the list above, reformatted:
structure,a7 integrin act,Eya2 phos inh,S-ASM inh,p53 reactivation,ELG1 genotoxic,uPA generation,USP2a inh,B2AR arrestin,TRPV1 ag,BRCA1 expr act,TSG101-PTAP inh
COc1ccc(NC(=O)CNC(=O)c2nn(-c3ccc(OC)c(Cl)c3)c(=O)c3ccccc23)c(OC)c1,6%,27%,-3%,-7%,-8%,4%,-2%,-1.0%,1,1%,-3%
CC[C@]1(C(=O)OC)[C@H]2C(=O)N(C)C(=O)[C@H]2[C@H]2CN=C(SCc3ccccc3)N21,-17%,4%,2%,1%,8%,0%,1%,2.5%,/,-1%,0%
CSCCC(=O)NC1CCCN(CCc2ccccc2)C1 (stereo not given),-12%,-19%,3%,-4%,0%,1%,0%,-0.7%,-1,7%,-4%
COC(=O)C1=C(C)NC(=O)NC1c1ccccc1 (stereo not given),-5%,-1%,3%,-11%,-3%,/,-2%,0.4%,-1,1%,-5%
COC(=O)C1=C(C)NC(=O)NC1c1ccc(OC(=O)c2ccco2)cc1 (stereo not given),12%,2%,-2%,-3%,1%,8%,0%,0.3%,-2,3%,-1%
COc1ccc2[nH]cc(/C=N/NS(=O)(=O)c3ccc(C)cc3)c2c1,0%,7%,-7%,-2%,0%,?,-2%,-0.7%,4,-12%,0%
Cc1ccc2nc3c(cc(C(=O)NCCN4CCOCC4)c(=N)n3CCCN3CCOCC3)c(=O)n2c1,-17%,-7%,296%[activator],-3%,0%,-3%,0%,0.1%,-1,33%,0%
CC(C)c1csc(CN2CCCC(CCC(=O)NCc3ccccc3F)C2)n1 (stereo not given),-24%,-2%,3%,-3%,-8%,?,5%,0.1%,11,-23%,-6%
COc1ccc(-c2sc3ccc(N4CCOCC4)cc3c2-c2ccc(O)cc2)cc1,0%,-17%,-1%,-12%,-1%,21%,0%,0.2%,2,0%,-1%

Screens as filed in PubChem BioAssay.
